VIM-2 inh = VIM-2 metallo-beta-lactamase inhibitors, primary screen, biochemical, epi-absorbance readout, Pseudomonas aeruginosa enzyme. purified VIM-2, nitrocefin hydrolysis, epi-absorbance fluorescence. inhibition, % at 5.6 µM. hit rate 0.89% among 290,000. AID 1527, 2009;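 active = inhibition above the mean of all tested compounds plus 3 SD, cutoff set per screening run, cut at about 7.5% in these data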;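 note: red hydrolysis product quenches plate fluorescence so inhibitors raise well fluorescence; 0% = enzyme with DMSO and 100% = DMSO without enzyme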
PHOSPHO1 block = PubChem AID 1565; inhibition, % at 13.3 µM; hit rate 1.1% among 290,000; recombinant PHOSPHO1, absorbance phosphatase assay; Phosphoethanolamine/phosphocholine phosphatase (Homo sapiens), Q8TCT1; in the data active = inhibition above about 60%
NS3 helicase inh = inhibitors of HCV NS3 helicase, primary screen, biochemical, Cy5 molecular beacon fluorescence. Hepatitis C virus NS3 helicase. NS3 helicase DNA unwinding. inhibition, % at 10.9 µM. hit rate 0.56% among 290,000;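 active = inhibition above the mean of all tested compounds plus 3 SD, set per campaign, cut at about 35% in these data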;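 note: 0% = DMSO wells and 100% = thioflavine S control wells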
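Material: hepatitis C virus NS3 helicase domain fragment enzyme; measured by: Cy5 fluorescence, 0 and 60 min reads; control set: DMSO and thioflavine S; incubation: 60 min unwinding reaction at 25 °C after ATP addition; read-out basis: % inhibition from 60/0 min fluorescence ratio, DMSO 0%, thioflavine S 100%; repeats: singlicate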
MEKK3 PB1 HTS = modulators of MEKK3-MEK5 PB1 binding, primary screen, biochemical, wildtype MEKK3, multiplex bead flow cytometry, Alexa488-MEK5 | Mitogen-activated protein kinase kinase kinase 3 (Homo sapiens), Q99759 | bead-based flow cytometry, Alexa488-MEK5 binding to MEKK3; actives lie on both sides; 0 = blocked by unlabeled MEK5, 100 = vehicle | binding response (% of control), % at 10 µM | hit rate 1.4% among 290,000;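 active = binding response more than 3 SD above or below the average of its plate-row segment, actives on both sides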;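 note: Alexa488 bead fluorescence after subtracting the streptavidin-only scavenger bead signal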
FID counter = compounds displacing fluorescent DNA intercalator, primary screen, artefact control for HCV NS3 helicase inhibitor project, biochemical, FID fluorescence; DNA fluorescent intercalator displacement; inhibition, % at 7.9 µM; hit rate 0.17% among 290,000; in the data active = inhibition above about 37%;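 note: 0% = vehicle and 100% = reference compound; higher means more ethidium bromide displaced from hairpin DNA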
IMP-1 inh = IMP-1 metallo-beta-lactamase inhibitors, primary screen, biochemical, epi-absorbance readout, Pseudomonas aeruginosa enzyme; hit rate 0.45% among 290,000; metallo-beta-lactamase IMP-1 (Pseudomonas aeruginosa); inhibition, % at 5.6 µM; AID 1556, 2009; purified IMP-1, nitrocefin hydrolysis, epi-absorbance fluorescence;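 active = inhibition above the mean plus 3 SD of all compounds in the same screening run, cut at about 4.5% in these data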;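 note: 0% = IMP-1 with DMSO and 100% = DMSO wells lacking enzyme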
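Assay system: purified recombinant IMP-1 beta-lactamase. Input: IMP-1 0.2 nM before substrate addition. Buffer or medium: Zinc- and detergent-supplemented HEPES buffer, pH 7.1. Schedule: 25 °C, 15 min preincubation, 25 min reaction. Signal: Epi-absorbance fluorescence, 480 nm excitation, 530 nm emission. Evaluation: percent inhibition from optical density relative to buffer-blank wells.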
UBC9 SUMO inh = inhibitors of in vitro SUMOylation cascade, primary screen, biochemical, HTRF, uHTS; HTRF SUMOylation assay, SAE1/SAE2 + UBC9; inhibition, % at 35 µM; SUMO-conjugating enzyme UBC9 (Homo sapiens), P63279; AID 2006, 2009; hit rate 0.36% among 290,000; in the data active = inhibition above about 50%, passing the limit was not always enough; note: strong numbers were not always called active
IDE cell activ = human IDE activators in live cells, primary screen, fluorescence polarization, HEK cells, FAbeta-B substrate; FAbeta-B cleavage; 0% vehicle, 100% cell-free pure enzyme wells; Insulin-degrading enzyme (Homo sapiens), P14735; AID 493087, 2011; activation, % at 5.96 µM; hit rate 0.073% among 340,000;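 active = activation above the mean of all tested compounds plus 3 SD, set per screening campaign, cut at about 17% in these data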
Target sequence (P14735 whole entry, looked up): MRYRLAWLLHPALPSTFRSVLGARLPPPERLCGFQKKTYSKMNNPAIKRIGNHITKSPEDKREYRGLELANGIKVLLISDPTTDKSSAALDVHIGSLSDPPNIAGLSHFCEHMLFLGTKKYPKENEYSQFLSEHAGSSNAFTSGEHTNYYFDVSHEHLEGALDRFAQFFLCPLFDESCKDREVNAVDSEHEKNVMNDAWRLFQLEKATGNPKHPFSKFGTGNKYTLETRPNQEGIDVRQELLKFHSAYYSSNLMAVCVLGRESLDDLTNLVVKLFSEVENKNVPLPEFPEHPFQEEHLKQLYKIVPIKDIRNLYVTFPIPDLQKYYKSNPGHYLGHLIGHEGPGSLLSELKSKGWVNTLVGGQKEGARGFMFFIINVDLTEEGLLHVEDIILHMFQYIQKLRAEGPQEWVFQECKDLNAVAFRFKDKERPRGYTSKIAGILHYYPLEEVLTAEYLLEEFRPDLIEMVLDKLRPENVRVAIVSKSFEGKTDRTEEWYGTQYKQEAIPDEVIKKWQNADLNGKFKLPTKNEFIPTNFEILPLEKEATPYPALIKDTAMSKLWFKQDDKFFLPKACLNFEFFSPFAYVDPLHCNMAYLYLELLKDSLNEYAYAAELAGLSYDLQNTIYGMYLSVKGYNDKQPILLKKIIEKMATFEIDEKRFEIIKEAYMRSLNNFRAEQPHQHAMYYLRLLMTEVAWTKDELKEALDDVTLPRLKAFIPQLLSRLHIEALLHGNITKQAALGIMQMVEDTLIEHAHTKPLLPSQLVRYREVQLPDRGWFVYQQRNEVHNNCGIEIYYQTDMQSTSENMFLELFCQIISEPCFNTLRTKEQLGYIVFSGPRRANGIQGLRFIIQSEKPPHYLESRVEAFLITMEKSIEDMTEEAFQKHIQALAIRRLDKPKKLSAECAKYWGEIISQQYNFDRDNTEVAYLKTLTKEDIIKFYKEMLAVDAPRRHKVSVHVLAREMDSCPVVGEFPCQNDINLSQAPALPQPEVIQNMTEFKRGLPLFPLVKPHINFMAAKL
p-CIP stab down = p/CIP-EGFP fusion destabilizers, primary screen, fluorescence, F442A cells; Q05BA5; 16 h; decrease of EGFP signal, % at 10 µM; hit rate 0.01% among 290,000; AID 1984, 2009;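 active = EGFP signal decrease of at least 30% at 10 µM or well 3 SD below plate mean, unless failing retest; inactive = the rest, including hits failing retest or dose response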; note: some compounds called inactive have numbers as strong as hits; many of its hits are not listed in these tables
An asterisk follows results filed as active; nt = not tested or not shown. Some of the compounds tested. The share of hits here may be higher or lower than overall.

SMILES	VIM-2 inh	PHOSPHO1 block	NS3 helicase inh	MEKK3 PB1 HTS	FID counter	IMP-1 inh	UBC9 SUMO inh	IDE cell activ	p-CIP stab down
CC(=O)NS(=O)(=O)c1ccc(NC(=O)CCC2CCCC2)cc1	-1.3	12	4	107	-2	-3.6	5	2	9
Cc1cc(C(=O)CSc2nc3ccccc3c(=O)n2C)c(C)n1Cc1ccc2c(c1)OCO2	0.6	20	40*	110	0	-4.5	-5	4	4
O=C1C2C3C=CC(C3)C2C(=O)N1c1ncn[nH]1 (configuration not stated)	-2.8	-1	-3	102	-1	-1.6	-1	4	-1
COc1cc(/C=N/NC(=O)CCC(=O)Nc2ccc(F)cc2)ccc1O	-1.1	34	-7	102	-8	-1.7	0	-2	-6
OC(c1ccccc1)C1CN(Cc2ccccc2)CCC1(O)c1ccccc1 (configuration not stated)	-0.6	-2	-11	101	4	-0.8	1	4	-8
Cc1ccc(C(=O)NC2CCCCCCC2)c(Cl)c1	-1.3	14	-1	102	-16	-1.4	-2	5	-10
O=C1CCCCN1CCCC(=O)N1CCCC(Nc2ccccc2)C1 (configuration not stated)	-2.7	21	6	103	-16	-5.1	-2	2	-12
CN(CC(=O)NCCc1ccccc1)S(=O)(=O)c1ccc(Br)cc1	-1.4	27	-2	99	-17	-2.4	-1	5	9
Cc1cccc(C)c1NS(=O)(=O)c1ccc(OCCNS(C)(=O)=O)cc1	-2.4	-13	13	102	-5	-3.1	9	4	1
O=C(COc1ccc(Cl)cc1Cl)N1CCCCCC1	-1.2	-11	-6	94	-20	-0.1	20	-4	-19
COc1ccc(CCNC(=O)c2ccc(CN3CCC(Cc4ccccc4)CC3)cc2)cc1	-1.5	-2	-14	104	3	-1.5	15	7	0
Cc1ccc(NC(=O)N2CCCC2c2cccs2)cc1 (configuration not stated)	1.1	15	8	90	-7	2.0	8	2	6
CN1CCN(C(=O)c2ccc3c(c2)NC(=O)/C(=C/c2ccccc2)S3)CC1	8.0*	18	-7	104	10	-1.2	nt	-3	-3
O=C1C2C3c4ccccc4C(c4ccccc43)C2C(=O)N1CN1CCOCC1 (configuration not stated)	-1.4	11	10	102	-3	-3.1	0	1	0
N#Cc1cc2c(nc1SCc1cccnc1)CCCCC2	0.0	-3	-19	111	-15	-2.6	13	3	-29
Cc1oc(S(=O)(=O)N2CCOCC2)cc1C(=O)Nc1ccc(Cl)cc1	-3.0	33	3	106	-6	-3.2	6	-3	-6
CCOc1ccc(N2C(=O)Nc3ccccc3C2(O)C(=O)N2CCN(c3ccccn3)CC2)cc1 (configuration not stated)	-2.6	32	-1	97	-14	-3.7	7	0	-5
Cc1sc2ncnc(Sc3nc4ccccc4s3)c2c1C	-0.2	-19	5	86	1	-3.7	-4	nt	2
CCCNC(=O)NC1CCCc2ccccc21 (configuration not stated)	-2.0	25	1	110	-5	-2.1	16	2	-8
CCOC(=O)C(C)Sc1nc(-c2ccccc2)nc2ccc(F)cc12 (configuration not stated)	-4.7	18	1	105	3	-1.8	-18	4	-3

Random excerpt: four entries already listed
SMILES	VIM-2 inh	PHOSPHO1 block	NS3 helicase inh	MEKK3 PB1 HTS	FID counter	IMP-1 inh	UBC9 SUMO inh	IDE cell activ	p-CIP stab down
O=C1C2C3c4ccccc4C(c4ccccc43)C2C(=O)N1CN1CCOCC1 (configuration not stated)	-1.4	11	10	102	-3	-3.1	0	1	0
Cc1cccc(C)c1NS(=O)(=O)c1ccc(OCCNS(C)(=O)=O)cc1	-2.4	-13	13	102	-5	-3.1	9	4	1
CCCNC(=O)NC1CCCc2ccccc21 (configuration not stated)	-2.0	25	1	110	-5	-2.1	16	2	-8
N#Cc1cc2c(nc1SCc1cccnc1)CCCCC2	0.0	-3	-19	111	-15	-2.6	13	3	-29

With a hit mark in VIM-2 inh (from the list above):
| compound | VIM-2 inh | PHOSPHO1 block | NS3 helicase inh | MEKK3 PB1 HTS | IMP-1 inh | UBC9 SUMO inh | IDE cell activ | p-CIP stab down |
| --- | --- | --- | --- | --- | --- | --- | --- | --- |
| CN1CCN(C(=O)c2ccc3c(c2)NC(=O)/C(=C/c2ccccc2)S3)CC1 | 8.0* | 18 | -7 | 104 | -1.2 | nt | -3 | -3 |

Arranged by count of non-hydrogen atoms (falling): four of the compounds above.
SMILES	VIM-2 inh	PHOSPHO1 block	NS3 helicase inh	MEKK3 PB1 HTS	FID counter	IMP-1 inh	UBC9 SUMO inh	IDE cell activ	p-CIP stab down
OC(c1ccccc1)C1CN(Cc2ccccc2)CCC1(O)c1ccccc1 (configuration not stated)	-0.6	-2	-11	101	4	-0.8	1	4	-8
CN(CC(=O)NCCc1ccccc1)S(=O)(=O)c1ccc(Br)cc1	-1.4	27	-2	99	-17	-2.4	-1	5	9
CC(=O)NS(=O)(=O)c1ccc(NC(=O)CCC2CCCC2)cc1	-1.3	12	4	107	-2	-3.6	5	2	9
Cc1ccc(C(=O)NC2CCCCCCC2)c(Cl)c1	-1.3	14	-1	102	-16	-1.4	-2	5	-10

Next results:
SMILES	VIM-2 inh	PHOSPHO1 block	NS3 helicase inh	MEKK3 PB1 HTS	FID counter	IMP-1 inh	UBC9 SUMO inh	IDE cell activ	p-CIP stab down
CCCCCc1cc(=O)oc2c(C(CCN(CC)CC)c3cc(OC)c(OC)c(OC)c3)c(OC)cc(OC)c12 (configuration not stated)	nt	13	nt	116	nt	nt	7	13	0
Cc1c(C)c2ccc(OCC(=O)NCCN3CCOCC3)cc2oc1=O	1.5	36	9	101	-1	-2.7	nt	3	-14
O=C(O)/C=C\c1cn(-c2ccccc2)nc1-c1cc2ccccc2o1	-1.8	38	-8	104	-14	-2.1	59*	-5	-10
Cc1cc(NC(=O)/C(C#N)=C/c2ccco2)n(-c2ccccc2)n1	-5.4	-1	8	97	-14	-3.2	-2	-4	-9
CCCCOc1ccc(CN(CCO)CCO)cc1[N+](=O)[O-]	-2.8	-5	-12	105	6	-4.1	0	2	-31
Cc1cc(C)nc(Sc2ncnc3c2oc2ccccc23)n1	-2.5	-1	-13	100	-14	-2.6	38	-5	0
Cc1csc2c(=O)sc(NC(=O)c3ccc(F)cc3)nc12	-2.9	18	1	107	0	-1.8	11	nt	4
COc1cccc(CN(C)Cc2c(O)ccc3ccccc23)c1	-3.5	-72	6	98	-1	-0.4	-2	5	-15
C=C(C)CSc1nnc(-c2ccc(OC)cc2)n1N	0.1	48	3	102	2	-0.6	-29	5	-2
O=C(CSc1cn[nH]n1)Nc1cccc(C(F)(F)F)c1	-5.7	19	2	98	-1	-5.7	7	-2	-18
CC(C)c1nnc(-c2ccc(Cl)cc2)c(N(C)C)n1	-1.2	34	-13	101	-8	-2.0	13	5	-2
O=C(O)CSc1nnc(Cc2cccc3ccccc23)n1-c1cc(C(F)(F)F)cc(C(F)(F)F)c1	-0.9	-13	28	93	-16	-4.0	17	0	4
S=C1NCCc2ccccc2C1c1ccccc1 (configuration not stated)	-2.0	-38	-7	104	-5	-2.9	20	-2	-9
Cc1cc(OCC(=O)N2CCOCC2)cc2oc(=O)c3ccccc3c12	9.5*	-11	11	87	-8	-1.8	45	2	2
CCOc1cc(/C=C2/NC(=O)N(CC(=O)OC)C2=O)ccc1OC	-2.5	-22	-1	99	1	-3.1	-4	6	4
CC(CNC(=O)COc1ccccc1)OC(=O)Nc1cccc(Cl)c1 (configuration not stated)	-1.8	-4	-1	111	-10	-2.9	-13	1	4
O=C(O)CCS(=O)(=O)Cc1ccccc1Cl	-1.4	1	9	94	2	-3.0	-6	0	-6
O=c1c2ccccc2nc2oc3ccccc3n12	5.0	23	4	105	-1	-1.5	2	1	-6
COc1ccc(CNC(=O)Cn2c(=O)n(CC(=O)N3CCCCC3)c(=O)c3sccc32)cc1	-1.9	60	12	95	-24	0.7	8	2	0
O=C(CSc1ncn[nH]1)c1cc2ccccc2o1	-1.0	32	-14	173*	4	-1.2	-8	4	3
O=C(O)Cn1c(COc2ccc(Cl)cc2)nc2ccccc21	-3.1	51	8	102	-7	-3.3	11	3	-3
Cc1c(NS(=O)(=O)N2CCCC2)c(=O)n(-c2ccccc2)n1C	-0.7	9	-6	96	1	0.4	15	-1	-9
N#C/C(=C/c1ccc(Sc2nc3ccccc3[nH]2)o1)c1cccc(Br)c1	-5.0	51	-1	100	-6	-3.4	-5	4	3
Cc1ccc(Cn2ccc(NC(=O)c3cc(-c4ccc5c(c4)OCO5)on3)n2)cc1	1.0	8	-1	93	0	-0.5	14	5	-5
CC(=O)Nc1ccc(NC(=O)Cc2ccc(F)cc2)cc1	-3.0	-24	-7	94	0	-1.7	11	nt	-11
CCN(CC)S(=O)(=O)c1ccc(N2CCOCC2)c(NC(=O)c2ccc(F)cc2)c1	-0.4	24	-1	104	-21	-3.5	15	1	18
COc1ccc(C)cc1NC(=S)N1CCOCC1	-3.5	-16	-8	99	-6	-2.1	1	5	-6
COC(=O)c1cccc(S(=O)(=O)N2CCC(c3nc4ccccc4o3)CC2)c1	-0.1	25	-11	93	0	-3.6	10	6	-5
COc1ccc(/C=N/n2cnnc2SCc2ccccc2)cc1	-6.2	27	-4	104	-11	-1.3	4	2	-13
CCOc1ccc(N=Nc2c(C)noc2C)cc1	-1.3	-26	11	97	-1	-0.3	-9	4	19
CC1(C)CC(=O)C=C(NCC(O)c2ccccc2)C1 (configuration not stated)	-1.3	nt	-5	97	-2	0.6	2	-1	-10
CC1=C(C(=O)OCC(C)C)C(c2ccc(F)cc2)NC(=O)N1 (configuration not stated)	1.1	-30	0	98	-16	-1.4	20	-12	-9
CCn1nc(NS(=O)(=O)c2ccc(C)cc2)c2cc3ccccc3nc21	-0.4	42	10	99	-31	-0.5	0	0	-9
CCN(CC)c1ccc(NC(=O)c2cnn(CC)c2)cc1	-3.4	-55	10	94	0	-2.3	-24	3	-16
CC1=CCC(C(C)(C)NC(=O)c2ccccc2)C/C1=N\O (configuration not stated)	-1.8	nt	-3	90	-6	-0.3	nt	0	nt
Cc1ccc(NC(=O)N2CCCCC2)cc1NC(=O)N1CCCCC1	-2.5	34	11	105	-7	-2.9	4	-1	-1
O=S(=O)(NCCNS(=O)(=O)c1ccccc1)c1ccccc1	-1.6	7	-21	98	-5	-3.0	6	-4	1

Bioassay records as filed in PubChem.
